PPC-1+TRAIL kill: kills PPC-1 cancer cells in the presence of TRAIL. PPC-1 cells + TRAIL, ATPLite viability luminescence. cell killing (% activity), % at 4 µM. 0.41% of 220,000 active. AID 1443;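 active = cell killing above 50% in the first pass at 4 µM, then a duplicate retest at 5 µM averaging 50% or more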;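 note: plate controls were cells with TRAIL plus DMSO for no effect and medium-only wells lacking cells for full effect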
NCF1 inh: blocks human p47phox regulatory protein of NADPH oxidases. P14598. p47phox/p22phox peptide binding, fluorescence polarization, 2 h. inhibition, % at 24.7 µM. 0.53% of 220,000 active. AID 1274;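 active = inhibition above about 30%, limit read from the data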;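 note: 0% = p47phox with labelled peptide and 100% = labelled peptide alone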
Target sequence (P14598 whole entry, looked up): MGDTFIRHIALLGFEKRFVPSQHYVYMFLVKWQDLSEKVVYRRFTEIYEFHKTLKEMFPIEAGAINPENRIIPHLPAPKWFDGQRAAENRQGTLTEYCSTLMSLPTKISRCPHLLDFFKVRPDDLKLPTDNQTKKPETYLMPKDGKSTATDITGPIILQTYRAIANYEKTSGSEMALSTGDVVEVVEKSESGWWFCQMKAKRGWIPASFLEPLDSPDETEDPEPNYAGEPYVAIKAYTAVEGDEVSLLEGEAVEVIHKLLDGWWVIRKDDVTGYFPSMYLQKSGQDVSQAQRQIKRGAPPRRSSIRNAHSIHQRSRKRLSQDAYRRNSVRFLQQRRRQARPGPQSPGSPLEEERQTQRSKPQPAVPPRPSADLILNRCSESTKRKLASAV
Ba/F3 V617F tox: lowers viability of Ba/F3 cells expressing EpoR and JAK2V617F | ATP luminescence | 1.1% of 220,000 active | AID 1446 | inhibition, % at 5.6 µM;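 active = inhibition above the campaign mean plus 3 SD over all tested compounds, cut at about 24% in these data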;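 note: cytokine-independent growth of Ba/F3 cells driven by EpoR plus mutant JAK2; 0% = DMSO-treated cells and 100% = JAK inhibitor I control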
p97 inhibitor: blocks human p97 ATPase activity; P55072; recombinant p97 ATPase, Kinase-Glo ATP luminescence, 3 h; inhibition, % at 8 µM; 0.42% of 220,000 active; AID 1481; in the data active = inhibition above about 15%;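 note: 0% = DMSO vehicle and 100% = wells lacking enzyme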
PGE2 EP2 inh: inhibitors of human EP2 prostaglandin E2 receptor | P43116 | C6 glioma cells expressing human EP2, cAMP TR-FRET; cells stimulated with saturating PGE2 | inhibition, % at 25 µM | 0.52% of 260,000 active | AID 1422;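 active = percent inhibition above 40 after rounding to a whole number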;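 note: rat C6 glioma host cells with rolipram phosphodiesterase inhibitor present; the protocol text gives 20 µM as final concentration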
Target sequence (P43116 whole entry, looked up): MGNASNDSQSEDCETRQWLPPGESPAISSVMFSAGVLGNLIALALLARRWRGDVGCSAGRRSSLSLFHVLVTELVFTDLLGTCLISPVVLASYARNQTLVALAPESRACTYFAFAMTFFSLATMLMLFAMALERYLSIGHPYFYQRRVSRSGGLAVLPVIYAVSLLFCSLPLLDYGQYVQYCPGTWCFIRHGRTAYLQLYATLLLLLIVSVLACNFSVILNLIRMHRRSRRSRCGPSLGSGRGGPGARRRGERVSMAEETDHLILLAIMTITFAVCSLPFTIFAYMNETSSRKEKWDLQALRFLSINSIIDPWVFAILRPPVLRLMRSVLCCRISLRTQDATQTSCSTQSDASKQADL
Tb hexokinase: blocks Trypanosoma brucei hexokinase 1 activity | recombinant TbHK1, G6PDH-coupled NADH A340 | inhibition, % at 10 µM | 0.11% of 220,000 active | AID 1430;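 active = inhibition of 50% or more in the single-dose primary screen; inactive = inhibition below 50%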
RBBP9 inh: human RBBP9 hydrolase inhibition; O75884; recombinant RBBP9, FP-Rh probe fluorescence polarization; inhibition, % at 7.94 µM; 0.2% of 220,000 active;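 active = inhibition above the campaign mean of all tested compounds plus 3 SD, cut at about 14% in these data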;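 note: plate controls were DMSO wells with RBBP9 for no effect and wells lacking RBBP9 protein for full effect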
Target sequence (O75884 whole entry, looked up): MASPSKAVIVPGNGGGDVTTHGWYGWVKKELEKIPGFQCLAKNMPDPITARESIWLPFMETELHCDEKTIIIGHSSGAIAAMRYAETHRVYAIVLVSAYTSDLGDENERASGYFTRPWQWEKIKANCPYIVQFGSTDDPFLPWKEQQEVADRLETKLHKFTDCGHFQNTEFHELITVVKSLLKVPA
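Controls: DMSO-treated enzyme wells and wells lacking RBBP9 | Material: RBBP9 protein | Technique: Fluorescence polarization | Replication: Single well per compound, no replicates | Buffer or medium: Tris-NaCl-Pluronic buffer, pH 8.0 | Timing: 30 min compound preincubation, 45 min probe labeling, 25 °C | Read-out basis: Percent inhibition from mP, scaled between DMSO and no-protein wells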
BaF3 parental: counter-screen for JAK2V617F inhibitors: parental Ba/F3 viability inhibitors | inhibition, % at 5.6 µM | 1.1% of 220,000 active | CellTiter-Glo ATP luminescence;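 active = inhibition above a per-campaign cutoff, the mean inhibition of all tested compounds plus 3 SD, cut at about 27% in these data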;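 note: 0% = DMSO wells and 100% = JAK Inhibitor I control wells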
Furin inh: human furin inhibition; P09958; purified furin, fluorogenic substrate cleavage; inhibition, % at 30 µM; 0.061% of 220,000 active; in the data active = inhibition above about 25%; note: inactives centre near -15
The depositor's hits bear a star; nt = not tested or not shown; [ ] = another dose, or the depositor's remark. A portion of the library. The share of hits here may be higher or lower than overall.

compound	PPC-1+TRAIL kill	NCF1 inh	Ba/F3 V617F tox	p97 inhibitor	PGE2 EP2 inh	Tb hexokinase	RBBP9 inh	BaF3 parental	Furin inh
O=C(COC(=O)C1CC2C=CC1C2)Nc1cccc(S(=O)(=O)N2CCOCC2)c1 (stereo not given)	2	2	-3	6	8	-7	2	-1	-19
COc1ccccc1C1CC(=O)Nc2c1c(=O)n(C)c(=O)n2C (stereo not given)	6	9	-1	-5	14	-6	-1	9	-11
Cc1ccc(NC(=O)CSCC(=O)O)cc1	12	-8	-2	1	8	2	-10	4	-18
Cc1ccc(Cn2c(O)c(N=NC(=S)Nc3ccccc3F)c3ccccc32)cc1	7	-6	-3	2	10	-13	-4	2	-10
O=C(CN1CCC(O)(c2ccc3c(c2)OCO3)CC1)OC1CCCCC1	20	-36	-4	0	7	-3	-9	3	-19[20 µM]
C=CC[C@H]1Cc2c(cccc2[N+](=O)[O-])[C@H](CC=C)N1	nt	-3	0	-2	6	8	2	5	-18
Cn1c(=O)c([N+](=O)[O-])c(NCC2CCCO2)c2ccccc21 (stereo not given)	14	1	6	0	2	-9	-3	-1	-11
CC1(c2ccc(OC(F)F)cc2)NC(=O)N(/N=C/c2c(O)ccc3ccccc23)C1=O (stereo not given)	20	2	0	2	12	19	-10	4	0
CCOc1ccc(/C=C2/SC(=O)NC2=S)cc1	13	-11	0	2	17	-17	-6	3	-15
COc1ccc2c(CC(=O)Nc3nc(C)cs3)coc2c1	23	-2	5	1	8	0	-4	6	-17
COc1ccccc1N1CCN(C(=O)c2ccc3c(Cl)c4c(nc3c2)CCCC4)CC1	0	1	-3	-4	10	-7	-4	2	-5
OCCN(Cc1ccccc1)Cc1ccc(Cl)cc1	6	1	1	-5	0	-2	-3	8	-11[20 µM]
CN(Cc1ccccc1)C(=O)c1nc2ccccn2c1CNCCOc1cccnc1	15	-3	-3	4	17	0	-1	0	-20
O=[N+]([O-])c1ccc(Cc2nnc(-c3ccccc3Cl)o2)cc1	-1	-11	-2	0	7	-1	-8	4	-12
Cc1cccc(NC(=O)COC(=O)c2cc(C)oc2C)c1	12	-13	1	0	9	4	-11	5	-10

A draw from above in order of count of non-hydrogen atoms, high to low:
compound	PPC-1+TRAIL kill	NCF1 inh	Ba/F3 V617F tox	p97 inhibitor	PGE2 EP2 inh	Tb hexokinase	RBBP9 inh	BaF3 parental	Furin inh
COc1ccccc1N1CCN(C(=O)c2ccc3c(Cl)c4c(nc3c2)CCCC4)CC1	0	1	-3	-4	10	-7	-4	2	-5
O=[N+]([O-])c1ccc(Cc2nnc(-c3ccccc3Cl)o2)cc1	-1	-11	-2	0	7	-1	-8	4	-12
CCOc1ccc(/C=C2/SC(=O)NC2=S)cc1	13	-11	0	2	17	-17	-6	3	-15

Continuation.
compound	PPC-1+TRAIL kill	NCF1 inh	Ba/F3 V617F tox	p97 inhibitor	PGE2 EP2 inh	Tb hexokinase	RBBP9 inh	BaF3 parental	Furin inh
CCN1/C(=C2/SC(=S)NC2=O)Sc2ccccc21	7	-15	7	6	7	1	2	9	-1
Clc1ccccc1N1CCN(c2ncnc3nc[nH]c23)CC1	18	-3	1	5	nt	-1	-4	5	-13
CC(C)COC(=O)/C(C#N)=C/c1c[nH]c2ccccc12	5	-4	-3	0	5	1	-6	5	-17
O=C1[C@H]2[C@H](ON3CCCC[C@H]23)C(=O)N1c1cccc(C(F)(F)F)c1	28	-15	3	-6	-2	-1	-3	5	-27
CCOC(=O)C1(O)CC(C)=NN1C(=O)c1cccc(Cl)c1 (stereo not given)	17	5	0	-2	9	-4	-1	7	-20
CCCn1c(SCC(=O)Nc2ccccc2Oc2ccccc2)n[nH]c1=O	12	-1	1	-3	7	-3	0	4	-18[20 µM]
CCC(=O)c1c[nH]c(C(=O)NCc2cccs2)c1	20	-16	-1	5	3	-7	-4	-2	-27
CCN(CC)CCCNC(=O)c1cn(C)c2ccc(S(=O)(=O)N(C)C)cc2c1=O	3	-5	1	2	4	-16	-1	5	2
CC(=O)N1N=C(c2ccc3ccccc3c2)OC1(C)C	10	7	-4	-4	8	-16	-6	-2	-18
COc1ccccc1NC(=S)NCCC(c1ccccc1)c1ccccc1	-14	-21	0	8	12	14	-10	5	-14
Nc1ccc2nc(SCc3cccc(F)c3)sc2c1	-9	2	-3	7	9	1	3	1	-21
COc1ccc(-n2c(N)c(C(=O)NCc3ccco3)sc2=S)cc1	28	-15	-2	0	13	-21	-7	0	-24[20 µM]
COc1ccccc1Sc1ccccc1/C=N/NC(N)=O	16	1	-1	5	6	0	-6	11	-18
COc1ccc(Nc2nc(-c3ccccc3)nc3ccccc23)cc1S(=O)(=O)N1CCOCC1	23	-52	0	16*	11	-20	-33	3	-26
Cc1c(N=C2NC(=O)/C(=C/c3cccc([N+](=O)[O-])c3)S2)c(=O)n(-c2ccccc2)n1C	24	-5	-2	4	11	29	-4	3	-12

(continued)
Each structure is followed by: PPC-1+TRAIL kill, NCF1 inh, Ba/F3 V617F tox, p97 inhibitor, PGE2 EP2 inh, Tb hexokinase, RBBP9 inh, BaF3 parental, Furin inh
- CC(=O)c1c(C)[nH]c(C(=O)Nc2nc(-c3ccccc3)c(C)s2)c1C
  19, -57, 0, 6, 11, -14, 0, 4, -13
- CN1/C(=C\C(=O)COC(=O)CNC(=O)c2ccc3ccccc3c2)C(C)(C)c2ccccc21
  16, -176, 22, 2, 13, -13, -10, 34*, -4
- COc1ccc(CC(C)N2CCN(c3cccc(C(F)(F)F)c3)CC2)cc1OC (stereo not given)
  -21, -1, 1, -7, 6, -9, -4, 4, -21[20 µM]
- O=c1c2c(nc3cc(-c4ccc(Br)cc4)[nH]n13)CCCC2
  nt, 1, -3, 3, 3, -2, -14, 5, 1
- O=C(Nc1ccc(-c2csc(Nc3cccc(C(F)(F)F)c3)n2)cc1)c1cccc(C(F)(F)F)c1
  32, -16, nt, nt, 18, -38, nt, nt, -32
- Cc1csc(SC(C)C(=O)Nc2ccc(Cl)cn2)n1 (stereo not given)
  7, -4, 0, 2, 15, 1, -2, 4, -12[20 µM]
- COc1ccc(C2CC3(CC(C)(C)NC(SC)=N3)Oc3cc(O)cc(C)c32)cc1 (stereo not given)
  20, -15, 2, 7, 0, 5, -4, -2, -25
- CCCCC[C@H](O)/C=C/[C@@H]1[C@@H](C/C=C\CCCC(=O)O)[C@@H](O)C[C@H]1O
  16, -4, 4, -4, 10, 7, -11, 6, -21
- COc1ccccc1N(C(=O)c1cncc(Br)c1)c1nc(-c2ccc(C)cc2)cs1
  -8, -30, 1, 3, 6, -6, 0, 6, -11
- S=c1[nH]nc(CCc2nc3ccccc3[nH]2)n1-c1ccccc1
  nt, -13, 0, 6, 16, -2, -5, 10, -26
- O=C(NS(=O)(=O)c1ccc2c(c1)OCCO2)c1ccccc1
  -3, -6, -4, 5, 16, 13, -1, 1, -32[20 µM]
- CCCCCCn1c(C(C)NC(=O)c2ccco2)nc2ccccc21 (stereo not given)
  11, -10, -2, -1, 12, -2, -3, -1, -2
- COc1ccc(NC(=O)CSc2nc3[nH]ncc3c(=O)n2-c2ccccc2OC)cc1OC
  71*, -4, 2, -5, 4, 1, -7, 4, -13
- CCOc1ccc(N(CC(=O)NCCSc2ccccn2)S(C)(=O)=O)cc1
  -3, -21, 0, 3, 8, 8, -2, 5, -20
- Cn1c(NC(=O)c2ccc(Cl)cc2)c(-c2ccccn2)c(=O)c2ccccc21
  15, 6, 0, 1, 10, 2, 8, 2, -25

Only PPC-1+TRAIL kill and PGE2 EP2 inh (five entries from above):
smiles | PPC-1+TRAIL kill | PGE2 EP2 inh
Cc1c(N=C2NC(=O)/C(=C/c3cccc([N+](=O)[O-])c3)S2)c(=O)n(-c2ccccc2)n1C | 24 | 11
O=C(CN1CCC(O)(c2ccc3c(c2)OCO3)CC1)OC1CCCCC1 | 20 | 7
CCN1/C(=C2/SC(=S)NC2=O)Sc2ccccc21 | 7 | 7
COc1ccc(CC(C)N2CCN(c3cccc(C(F)(F)F)c3)CC2)cc1OC (stereo not given) | -21 | 6
O=C1[C@H]2[C@H](ON3CCCC[C@H]23)C(=O)N1c1cccc(C(F)(F)F)c1 | 28 | -2

Further compounds.
Each structure is followed by: PPC-1+TRAIL kill, NCF1 inh, Ba/F3 V617F tox, p97 inhibitor, PGE2 EP2 inh, Tb hexokinase, RBBP9 inh, BaF3 parental, Furin inh
- O=C(Nc1ccc(F)cc1)Nc1ccc(NC(=O)c2ccccc2O)cc1
  10, -23, 2, 3, 3, -20, 1, -3, -14
- Cc1ccc(-c2nnc(NC3CCCCC3)c3ccccc23)cc1S(=O)(=O)N1CCN(C)CC1
  2, -3, -1, 2, 10, -27, -2, 5, -8[20 µM]
- CC1C(=O)CC(c2ccccc2)N(C)C1c1ccccc1 (stereo not given)
  10, 7, nt, nt, 10, -1, nt, nt, -11
- CCC(Sc1ccc2nnc(-c3cccnc3)n2n1)C(=O)OC (stereo not given)
  -4, -8, 2, 0, 9, -2, -3, 4, -26
- COc1ccc(N2C(=O)CSC23C(=O)Nc2ccccc23)cc1 (stereo not given)
  8, -14, -5, 8, 0, 4, 6, 0, -2[20 µM]
- FC(F)(F)c1cc(-c2ccco2)nc(NCc2cccs2)n1
  16, -27, -3, 1, 10, -3, -7, 1, -10
- COC(=O)C(Cc1ccc(O)cc1)NC(=O)C(C)Oc1ccccc1 (stereo not given)
  -18, -5, 2, -5, -2, 1, -5, 4, -19[20 µM]
- CC[N+](C)(C)CCN(Cc1ccc(Cl)cc1)c1ccccn1
  18, -1, 27*, 15*, 9, -4, -9, 39*, -19[20 µM]
- CCOc1cccc(NC(=O)CSc2nc(C)c3c(c2C#N)CCCC3)c1
  0, 2, -7, 4, 7, 4, 1, -4, -6[20 µM]

Bioassay records: PubChem, several laboratories
